Screens as filed in PubChem BioAssay.
MC4R ag barr: MC4R agonists recruiting beta-arrestin, primary screen, cell-based, luminescence, agonist arm of biased-ligand search; Melanocortin receptor 4 (Homo sapiens), P32245; actives 0.98% (n = 360,000); U2OS MC4R beta-arrestin complementation; percent of melanotan II response, DMSO zero; activation, % at 8.9 µM;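 active = activation above a per-plate cutoff, the mean activation of sample wells on that plate plus 3 SD, cut at about 8% in these data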
NOD2-RIPK2 inh: NOD2-RIPK2 binding disruptors in cells, primary screen, fluorescence, CHO cells, BLA complementation; CCF4 ratio; Receptor-interacting serine/threonine-protein kinase 2 (Homo sapiens), O43353; AID 624267, 2012; actives 0.38% (n = 360,000); inhibition, % at 4.98 µM; in the data active = inhibition above about 21%;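 note: 0% = vehicle only and 100% = reference blocker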
ABCB6 inh 2: ABCB6 transporter inhibitors, primary screen, K562-ABCB6 cells, flow cytometry, MLPCN library; ATP-binding cassette sub-family B member 6 (Homo sapiens), Q9NP58; K562-ABCB6 porphyrin accumulation, 1 h; active compounds read low; fluorescence ratio to DMSO, % at 10 µM; actives 0.19% (n = 360,000);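 active = fluorescence ratio to DMSO below 75%, the collection mean minus 3 SD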;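 note: signal is porphyrin accumulated inside mitochondria; 100% equals median channel fluorescence of DMSO control wells; lower ratio means ABCB6 inhibition with less porphyrin fluorescence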
HTR2A ag: mouse Htr2a agonists via beta-arrestin recruitment, primary screen, cell-based, luminescence; 5-hydroxytryptamine receptor 2A (Mus musculus), P35363; CHO-K1 mHTR2A beta-arrestin complementation; percent of 30 µM serotonin response; activation, % at 7.6 µM; actives 0.66% (n = 360,000); AID 624169, 2012;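 active = activation above a run cutoff, the mean activation of all tested compounds plus 3 SD, cut at about 14% in these data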;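 note: 0% = plate median of compound wells and 100% = 30 µM serotonin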
NCOA2 inhibitor: inhibition of GAL4-SRC2 driven luciferase reporter, primary screen, SRC2 inhibitor project, cell-based, luminescence. Nuclear receptor coactivator 2 (Homo sapiens), Q15596. actives 0.17% (n = 370,000). inhibition, % at 9 µM. HEK293 GAL4-SRC2 luciferase reporter. AID 651957, 2012;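 active = inhibition above the mean inhibition of all tested compounds plus 3 SD, set per campaign, cut at about 52% in these data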;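 note: 0% = DMSO treated cells and 100% = cells given Gossypol at 36 µM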
N-glyco inh: increase of ERlucT glycosylation luciferase signal, primary screen, N-linked glycosylation inhibitor project, D54 ERlucT cells, luminescence, set 2; D54 ERlucT glycosylation luciferase reporter, 24 h; percent of 100 nM tunicamycin response; reporter increase, % at 12.5 µM; actives 0.23% (n = 360,000); AID 588692, 2011;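 active = mean luciferase reporter signal, scaled so untreated is 0 and the glycosylation-blocking control 100, at or above a set limit in every replicate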;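 note: luciferase carries N-glycosylation sites so blocking glycosylation raises the light; 0% = median of neutral control wells and 100% = median of 100 nM tunicamycin wells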
MC4R antagonist: MC4R antagonists of cAMP signaling, primary screen, cell-based, TR-FRET, antagonist arm of biased-ligand search; MC4R-expressing cells, MTII-stimulated cAMP, LANCE TR-FRET; inhibition, % at 6.5 µM; AID 540295, 2011; Melanocortin receptor 4 (Homo sapiens), P32245; actives 0.48% (n = 360,000);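 active = inhibition above its plate's cutoff, the mean of tested wells on that plate plus 3 SD, cut at about 29% in these data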;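 note: 0% = Melanotan II alone and 100% = Melanotan II plus saturating MCL0020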
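Assay system: human MC4R-expressing U2OS cells; reagent: Melanotan II stimulation of cells; dosing: 6.5 µM single dose; timing: compound 30 min, challenge 1 h, detection 1 h; signal: TR-FRET cAMP assay; replicates: one well per compound, no replicates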
ABHD5 PLIN5 PPI: ABHD5-PLIN5 interaction inhibitors, primary screen, cell lysate, split luciferase complementation, luminescence; Perilipin-5 (Homo sapiens) + 1-acylglycerol-3-phosphate O-acyltransferase ABHD5 (Homo …; Split G. princeps luciferase complementation, 4 h; inhibition, % at 4 µM; actives 0.78% (n = 360,000); AID 602281, 2012;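 active = inhibition above the mean inhibition across every tested compound plus 3 SD, cut at about 22% in these data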;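 note: 0% = DMSO only wells and the 100% control is not disclosed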
TLR9-MyD88 block: inhibitors of TLR9-MyD88 association in cells, primary screen, cell-based, CHO, BLA complementation, fluorescence; Toll-like receptor 9 (Homo sapiens) + Myeloid differentiation primary response protein …; CCF4 FRET ratio; inhibition, % at 4.98 µM; actives 0.21% (n = 340,000); AID 504734, 2011;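 active = inhibition above the mean over all tested compounds plus 3 SD, cut at about 21% in these data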;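 note: 0% = DMSO only wells and 100% = clavulanate BLA inhibitor control wells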
Cardio protect: cardioprotection against H2O2-induced cell death, primary screen, uHTS, H9c2 cells, ATPLite luminescence. protection from H2O2 cell death, % at 20 µM. H9c2 cardiomyocytes, H2O2 injury protection, 2 h. actives 0.63% (n = 360,000);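 active = compounds giving at least 50% protection of heart cells from peroxide-induced death in the single-dose screen, raw or plate-pattern-corrected value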;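 note: 0% = DMSO wells with peroxide and 100% = DMSO wells without peroxide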
* = called active by the depositor. A portion of the library; the hit share may differ from the screen's.

SMILES | MC4R ag barr | NOD2-RIPK2 inh | ABCB6 inh 2 | HTR2A ag | NCOA2 inhibitor | N-glyco inh | MC4R antagonist | ABHD5 PLIN5 PPI | TLR9-MyD88 block | Cardio protect
CN1CCN(c2ccc3nccnc3c2)CC1 | -1.4 | 13 | 100 | 2 | -15 | 7 | -2 | 0 | -2 | -2
COc1cc2c(ccc3c4cc(OC)c(OC)cc4c[n+](C)c23)cc1O | -1.4 | -14 | 95 | 0 | -25 | 1 | -16 | 15 | 0 | -3
CCN(C(=O)CN1CC=C(c2ccccc2)CC1)c1c(N)n(Cc2ccccc2)c(=O)[nH]c1=O | 1.3 | 7 | 100 | 2 | 4 | 2 | -1 | 2 | 3 | 0
Cc1ccccc1-n1c(O)c(C=Nc2ccc(N(C)C)cc2)c(=O)[nH]c1=O | -0.3 | -4 | 80 | 4 | -35 | 9 | -12 | -22 | 4 | -3
Fc1ccc(Cn2nnnc2C(c2ccc(Cl)cc2)N2CC=C(c3ccc(F)cc3)CC2)cc1 (stereo unspecified) | -3.1 | -8 | 129 | 2 | -16 | -8 | 1 | 0 | 7 | -4
COC(=O)C1=C(c2ccc(F)cc2F)C[C@@H]2CC[C@H]1N2C(=O)NCc1ccco1 | -0.8 | 5 | 92 | 1 | 26 | -1 | 0 | 6 | 2 | -4
C[C@]12CCC3C(CC[C@H]4C[C@H](O)[C@H](O)C[C@]34C)C1CC[C@@H]2O (stereo partly specified) | 0.2 | -5 | 97 | -3 | -25 | 1 | 6 | -9 | -7 | 1
CCC1=Nc2cc(C(=O)N3CCC4(CC3)OCCO4)ccc2Sc2ccccc21 | -2.2 | 4 | 102 | 1 | -9 | -2 | 2 | 4 | 10 | -3
CCC(=O)N1CCN(CCN=Cc2c(O)n(C)c(=O)n(C)c2=O)CC1 | 1.2 | 1 | 103 | 1 | 9 | 1 | -1 | 7 | -4 | -2
CN(C)C(=O)Oc1cccc2c(OC(=O)N(C)C)cccc12 | -1.7 | 3 | 87 | -3 | -46 | 1 | 6 | -5 | 8 | -3
CCCCNC(=O)c1c(N)n(Cc2ccc3c(c2)OCO3)c2nc3ccccc3nc12 | 2.3 | -13 | 111 | 5 | 17 | -1 | -27 | -28 | -4 | -20
CC(C)N1C(=O)/C(=C/C=C/c2ccco2)C(=O)N(Cc2ccco2)C1=O | -1.9 | 2 | 98 | 1 | -20 | 30* | 15 | 20 | 2 | 11
Cc1nc2ccccc2c(=O)n1-n1cnnc1 | -1.9 | -4 | 100 | -3 | -4 | 2 | 12 | 7 | 5 | 2
O=C(N/N=C/c1c(O)n(Cc2ccco2)c(=O)[nH]c1=O)c1ccccc1O | -0.6 | -5 | 94 | -3 | -5 | 4 | -4 | -1 | 3 | -6
CC(C)CC12CN3CCN(CC(C3)C1O)C2 (stereo unspecified) | -0.3 | 5 | 91 | 4 | -15 | 2 | 2 | 3 | 5 | 7
CCCCn1c(=O)c(C(=O)Nc2ccccc2)c(O)c2ccccc21 | -1.8 | 0 | 104 | 1 | -19 | 1 | 11 | 4 | 3 | 37
COC(=O)C1=C(c2cc3ccccc3s2)C[C@@H]2CC[C@H]1N2C(=O)NCc1ccc(F)cc1 | -2.3 | 6 | 99 | 2 | 7 | -6 | 11 | 6 | -2 | -7
O=C1CN=C(c2cccs2)c2c(sc3c2CCCC3)N1 | 2.6 | -1 | 98 | 8 | -11 | 5 | 4 | 1 | -6 | 3
Cn1c(O)c(C=NC2CC3CCC2(C)C3(C)C)c(=O)[nH]c1=O (stereo unspecified) | -0.4 | -1 | 94 | 6 | 13 | 2 | -2 | 4 | -1 | 9
CCN1CCN(Cc2cc(OC)c3c(c2)OCO3)CC1 | 2.0 | -6 | 99 | -1 | 11 | 2 | 9 | -2 | -4 | -3
C#CCN[C@H](C)Cc1ccccc1 | -0.3 | -9 | 102 | 6 | 7 | 0 | 4 | 2 | -4 | 2
CCCCn1c(O)c(C(C)=NCc2ccc(F)cc2)c(=O)[nH]c1=O | 1.3 | -3 | 93 | -8 | -22 | 1 | 8 | -1 | -4 | 9
O=C(/C=C/c1ccccc1)N1Cc2ccccc2-n2nncc2C1 | -0.3 | -5 | 107 | 9 | 5 | 0 | 0 | 13 | 3 | 8
CNC(=O)Oc1cc2c(cc1C(C)(C)C)CCC2 | 3.4 | -6 | 97 | -4 | -26 | -2 | 17 | -11 | 0 | -3
C/C(=N\NC(=O)c1ccccc1O)c1c(O)n(C2CCCCC2)c(=O)[nH]c1=O | -1.3 | -3 | 94 | -1 | -3 | 2 | 2 | 1 | -1 | 2
Cc1[nH]c2ccccc2c1CCNCc1ccco1 | -1.4 | -8 | 101 | 5 | -22 | -3 | 0 | 4 | 4 | 5
CCC1CN1P(=O)(c1ccccc1)N1CC1CC (stereo unspecified) | -1.4 | 1 | 98 | -3 | -7 | -2 | 10 | -2 | 4 | 3
COc1ccc(NC(c2ccccc2F)P(=O)(Oc2ccccc2)Oc2ccccc2)cc1 (stereo unspecified) | -0.2 | 13 | 97 | -2 | -22 | -1 | 17 | -3 | 3 | -1
CC(=O)OC1C(=O)OCC23CCC4(C)OC4C2OC2CC(OC(=O)C=CC=CC(=O)OCCC1C)C3(C)C21CO1 (stereo unspecified) | -0.2 | 31* | 91 | -4 | 72* | -20 | 16 | -11 | -4 | 56*
CCSC(=O)N1CCCCCC1 | 2.2 | 4 | 101 | 1 | 4 | 2 | 4 | 6 | 3 | 4
COC(=O)C1=C(c2cc3ccccc3s2)C[C@@H]2CC[C@H]1N2C(=O)NC1CC1 | -0.5 | -4 | 98 | -10 | 8 | -3 | 0 | -6 | 4 | -2
COc1cc(/C=N/NC(=O)Cn2c([N+](=O)[O-])cnc2C)ccc1OC(=O)N(C)C | -0.2 | -14 | 90 | -1 | -12 | -1 | 4 | -2 | 12 | -3
COC(=O)C1=C(c2ccc(-c3ccccc3)c(F)c2)C[C@@H]2CC[C@H]1N2C(=O)NCCOc1ccccc1Cl | -0.1 | -11 | 87 | -13 | 14 | -6 | 9 | 5 | 4 | -11
CN(C)CC1CCCCC1OC(=O)c1ccc(Cl)c(Cl)c1 (stereo unspecified) | -0.8 | -2 | 104 | -7 | -25 | -3 | 6 | 4 | -17 | -3
C[C@]12CCC3C(CCC4=C/C(=N/OCC(=O)NC(CCC(=O)O)C(=O)O)CC[C@@]43C)C1CCC2O (stereo partly specified) | 0.1 | -7 | 98 | 1 | -17 | 1 | 0 | -5 | -13 | 1
O=c1c2ccccc2nc(C[n+]2ccccc2)n1-c1cccc(C(F)(F)F)c1 | 0.9 | -1 | 107 | -1 | 1 | 0 | 2 | 0 | -10 | 10
COc1cc2c(cc1OC)C13CCN4CC5=CCOC6CC(=O)N2C1C6C5C3C4 (stereo unspecified) (tested in a mixture with another compound) | 1.1 | -3 | 103 | -2 | 16 | 7 | 12 | -1 | -4 | 2
CCOC(=O)c1sc(/N=C/c2c(O)n(-c3cccc(C)c3)c(=O)[nH]c2=O)c(C#N)c1C | 0.1 | 6 | 99 | 0 | 11 | 0 | 3 | 12 | -1 | -4
CCCCNC(C)Cc1ccccc1 (stereo unspecified) | -0.2 | 3 | 100 | 10 | -1 | -2 | 2 | -9 | 0 | 6
Cn1cc(C(=O)OCC(=O)NC2(C#N)CCCCC2)c2ccccc21 | -1.3 | -7 | 97 | 7 | -17 | -1 | 4 | -8 | -7 | -3

By substructure, those above with a cyano group (2)
SMILES | MC4R ag barr | NOD2-RIPK2 inh | ABCB6 inh 2 | HTR2A ag | NCOA2 inhibitor | N-glyco inh | MC4R antagonist | ABHD5 PLIN5 PPI | TLR9-MyD88 block | Cardio protect
CCOC(=O)c1sc(/N=C/c2c(O)n(-c3cccc(C)c3)c(=O)[nH]c2=O)c(C#N)c1C | 0.1 | 6 | 99 | 0 | 11 | 0 | 3 | 12 | -1 | -4
Cn1cc(C(=O)OCC(=O)NC2(C#N)CCCCC2)c2ccccc21 | -1.3 | -7 | 97 | 7 | -17 | -1 | 4 | -8 | -7 | -3

(continued)
SMILES | MC4R ag barr | NOD2-RIPK2 inh | ABCB6 inh 2 | HTR2A ag | NCOA2 inhibitor | N-glyco inh | MC4R antagonist | ABHD5 PLIN5 PPI | TLR9-MyD88 block | Cardio protect
C=C1[C@H]2CC[C@H]3[C@]4(C)C[C@H](O[C@@H]5OC(CO)[C@@H](OSOOO)[C@H](OS(=O)(=O)O)[C@H]5OC(=O)CC(C)C)C[C@@H](C(=O)O)[C@H]4CC[C@]3(C2)[C@H]1O (stereo partly specified) | 1.8 | 3 | 103 | 0 | -6 | 3 | -2 | -20 | 2 | 3
CCNC(=S)N1CCn2cccc2C1c1cccnc1 (stereo unspecified) | -1.4 | 6 | 101 | -4 | -20 | 3 | 12 | 4 | -1 | 0
CCC(=NCCC(c1ccccc1)c1ccccc1)c1c(O)n(C)c(=O)n(C)c1=O | -0.4 | -19 | 88 | 0 | -1 | -4 | 5 | 3 | 4 | -9
COC(=O)C1=C(c2cccc(OC)c2OC)C[C@@H]2CC[C@H]1N2C(=O)NC(C)C | -1.0 | -3 | 100 | -3 | -3 | 0 | 1 | 6 | 0 | 9
CCOP(=O)(Cc1cc(C(C)=O)c(C)o1)OCC | -1.3 | 2 | 105 | -1 | -7 | 1 | 20 | 0 | -4 | -2
CC(C)(C)NC(=S)/N=C(\N)N[N+](=O)[O-] | 2.7 | -21 | 90 | 2 | -11 | 1 | 11 | -2 | -1 | 5
COC(=O)C1=C(c2ccc(-c3ccccc3)c(F)c2)C[C@@H]2CC[C@H]1N2C(=O)NC(C)C | 0.0 | 19 | 95 | -8 | 19 | -5 | 13 | 1 | 2 | -15
CCOCCCNC(=O)Cn1nc(-c2ccc(OC)c(OC)c2)ccc1=O | -1.0 | -7 | 89 | 6 | 2 | -1 | -3 | 0 | 0 | 4
CC(N=Cc1c(O)[nH]c(=O)[nH]c1=O)c1ccccc1 (stereo unspecified) | -2.4 | 9 | 94 | 3 | -3 | 3 | -2 | -3 | 10 | 11
Cc1cc(OCC(=O)N[C@H](C(=O)O)c2ccccc2)c2c3c(c(=O)oc2c1)CCC3 | 0.7 | -4 | 94 | -4 | 2 | 1 | -3 | -8 | 5 | -2
CC(=O)N(C)C1=Nc2ccc(Cl)cc2C(c2ccccc2)=[N+]([O-])C1 | -2.5 | -7 | 100 | -3 | 12 | 1 | 4 | 0 | 6 | -3
